Screening data as filed in PubChem BioAssay.
Redox H2O2 prof: compounds producing H2O2 with reducing agent – biochemical, NIH compound library profiling, artefact control for MLSCN library redox annotation, primary screen; AID 878; 200,000 compounds, 0.03% hits; activation, % at 10 µM; DTT-dependent redox cycling H2O2, phenol red/HRP absorbance; 100% = 100 µM peroxide control, 0% = buffer;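 active = activation of at least 50% relative to the plate's high and low controls in the primary single-dose screen; inactive = activation below 50%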;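 also: compound incubated with DTT at 0.8 mM final as the reducing agent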
Hsp70 activator: switches on Hsp70 transcription. AID 1203. activation, % at 10 µM. HeLa Hsp70 promoter luciferase reporter, luminescence; scaled: vehicle 0, proteasome-inhibitor control 100%. 200,000 compounds, 0.04% hits;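 active = activation above the mean across all tested compounds plus 3 SD, cutoff set per campaign, cut at about 5.5% in these data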;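 also: 100% = MG132 at 30 µM as the positive control and 0% = DMSO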
TLR4-MyD88 BLA: inhibitors of human TLR4-MyD88 binding | AID 861 | HeLa CL3-4 TLR4/MyD88 BLA complementation, FRET ratio | 200,000 compounds, 0.18% hits | O00206+Q99836 | inhibition, % at 8.4 µM; in the data active = inhibition above about 25%;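 also: 0% = vehicle and 100% = reference inhibitor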
Target sequence (O00206 whole entry, looked up): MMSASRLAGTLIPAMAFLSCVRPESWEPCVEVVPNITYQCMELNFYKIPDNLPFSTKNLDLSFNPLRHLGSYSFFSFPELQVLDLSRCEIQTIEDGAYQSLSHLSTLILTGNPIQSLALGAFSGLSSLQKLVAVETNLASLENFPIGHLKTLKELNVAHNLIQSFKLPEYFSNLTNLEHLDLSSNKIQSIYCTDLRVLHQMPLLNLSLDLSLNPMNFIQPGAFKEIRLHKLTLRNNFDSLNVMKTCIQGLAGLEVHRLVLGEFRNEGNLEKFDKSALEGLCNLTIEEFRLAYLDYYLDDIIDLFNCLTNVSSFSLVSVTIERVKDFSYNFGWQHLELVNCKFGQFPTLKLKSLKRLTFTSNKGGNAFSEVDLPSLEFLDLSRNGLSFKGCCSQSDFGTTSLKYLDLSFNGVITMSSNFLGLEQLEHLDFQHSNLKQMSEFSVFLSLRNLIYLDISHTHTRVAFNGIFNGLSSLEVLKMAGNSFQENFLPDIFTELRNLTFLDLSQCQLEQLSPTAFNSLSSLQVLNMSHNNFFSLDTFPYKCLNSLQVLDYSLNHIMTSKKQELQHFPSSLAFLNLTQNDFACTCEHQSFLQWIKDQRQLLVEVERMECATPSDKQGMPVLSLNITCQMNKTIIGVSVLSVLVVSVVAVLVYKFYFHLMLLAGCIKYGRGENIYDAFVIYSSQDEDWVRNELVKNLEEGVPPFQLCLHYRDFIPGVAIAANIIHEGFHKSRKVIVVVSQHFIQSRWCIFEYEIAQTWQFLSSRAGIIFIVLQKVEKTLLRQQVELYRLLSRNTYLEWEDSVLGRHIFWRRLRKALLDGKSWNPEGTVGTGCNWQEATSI
Target sequence (Q99836 whole entry, looked up): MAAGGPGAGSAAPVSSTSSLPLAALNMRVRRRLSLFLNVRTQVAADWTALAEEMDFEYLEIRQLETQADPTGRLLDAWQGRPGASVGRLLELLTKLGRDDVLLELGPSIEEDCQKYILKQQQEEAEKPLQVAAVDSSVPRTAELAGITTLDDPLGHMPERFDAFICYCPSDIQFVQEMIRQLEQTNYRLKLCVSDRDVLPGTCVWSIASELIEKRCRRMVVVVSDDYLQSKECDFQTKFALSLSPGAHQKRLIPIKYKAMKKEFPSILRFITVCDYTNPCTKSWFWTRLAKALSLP
STAT3 blocker: STAT3 signaling inhibition | U3A cells, IL-6 STAT3-luciferase reporter, luminescence; host cell line lacks STAT1 | inhibition, % at 5.5 µM | 190,000 compounds, 0.89% hits;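 active = inhibition above the mean inhibition across all screened compounds plus 3 SD, cut at about 44% in these data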;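 also: 0% = DMSO only wells and 100% = 100 µM nifuroxazide control wells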
STAT3 activator: increases IL-6 driven STAT3 reporter signal; U3A cells, IL-6 STAT3-luciferase reporter, luminescence; 100% = signal with IL-6 EC80 alone; activation (% of control), % at 5.6 µM; 190,000 compounds, 0.91% hits;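 active = activation above the screen-wide mean of compound activation plus 3 SD, cut at about 130% in these data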;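 also: 0% = background luminescence of wells with medium and substrate only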
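Test system: human U3A cells carrying STAT3-luciferase construct; control set: IL-6-only wells as 100% reference; timing: compound pre-incubation 1 h before IL-6, then 6 h stimulation at 37 °C; also added: IL-6 stimulus at 33 ng/mL final; evaluation: % activation versus median of IL-6-stimulated wells; detection: reporter luminescence signal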
Efa HMGR inh: inhibitors of class II HMG-CoA reductase from Enterococcus faecalis | 190,000 compounds, 0.41% hits | inhibition, % at 10 µM | purified E. faecalis HMGR, NADPH absorbance 340 nm kinetic;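 active = inhibition above a set limit, the median over all tested compounds plus 3 SD, cut at about 9.5% in these data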;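 also: enzyme runs in reverse so mevalonate oxidation gives rising NADPH absorbance; 0% = complete reaction with DMSO and 100% = background rate lacking mevalonate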
APP 5'UTR act: APP 5'UTR luciferase reporter activation. 190,000 compounds, 1% hits. activation, % at 2 µM. SH-SY5Y APP 5'UTR luciferase reporter, luminescence; zero percent = DMSO vehicle wells;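 active = activation above a set limit, based on mean plus 3 SD of controls, cut at about 140% in these data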; also: values of inactives mirror those of a sister screen read the other way
STAT1 act: increases IFN-gamma driven STAT1 reporter signal; NIH 3T3 STAT1-luciferase reporter, luminescence; 100% = IFN-gamma alone, no compound; 200,000 compounds, 2.6% hits; activation (% of control), % at 5.5 µM;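 active = activation above the screen-wide mean activation plus 3 SD, cut at about 130% in these data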;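 also: raw ratio to IFN-gamma control signal so 100% means no change and 0% no light; values of inactives mirror those of a sister screen read the other way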
NF-kB expr up: compounds increasing NF-kB expression in human neuronal cells; NF-kB reporter expression; stronger effect = higher value; fold change at 12.5 µM; 190,000 compounds, 1.6% hits; AID 1239; in the data active = fold change above about 3.3
STAT1 blocker: reduces IFN-gamma driven STAT1 reporter signal; NIH 3T3 STAT1-luciferase reporter, luminescence; inhibition, % at 5.5 µM; 200,000 compounds, 0.35% hits;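 active = inhibition above a set limit, the mean inhibition across all tested compounds plus 3 SD, cut at about 34% in these data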;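 also: 0% = IFN-gamma with DMSO and 100% = IFN-gamma with 300 µM nifuroxazide; values of inactives mirror those of a sister screen read the other way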
* = called active by the depositor; . = not tested or not shown.

SMILES	Redox H2O2 prof	Hsp70 activator	TLR4-MyD88 BLA	STAT3 blocker	STAT3 activator	Efa HMGR inh	APP 5'UTR act	STAT1 act	NF-kB expr up	STAT1 blocker
C#Cc1ccc(CN2CCN(Cc3ccsc3)C(CCO)C2)cc1 (configuration not stated)	0.3	-0.2	-3	5	99	-4	-8	93	1	6
CCCOc1ccc(C2=NNC(c3cccs3)=Nc3ccc(OC)cc32)cc1	0.6	-0.2	12	4	99	-3	30	103	2.1	0
CC1=Nn2c(nnc2-c2n[nH]c3c2CCC3)SC1	1.8	0.2	-8	0	102	-2	13	103	0.89	-3
Cc1cc(/C=N/n2cnnc2)c(C)n1-c1ccc2c(c1)OCO2	-0.3	-0.1	0	1	103	-4	0	101	0.81	-1
COc1ccc(C(=O)C2CCCN(Cc3sc(N4CCCC4)nc3Cl)C2)c(OC)c1 (configuration not stated)	-0.2	-0.3	-14	21	87	-10	10	81	0.71	20
COc1ccc2c(c1)C1=NN(/C(C)=C\C(C)=O)C(c3ccccc3)C1CC2 (configuration not stated)	-0.5	0.0	-10	-39	134*	3	33	102	1.8	-2
Cc1cc(C)c2c(=O)n(CC(=O)N3CCC(N4CCCCC4)CC3)sc2n1	-3.0	-0.2	9	9	96	-9	3	94	0.87	6
Cc1cc(NC(=O)COC(=O)[C@H](C)NC(=O)c2ccccc2)no1	3.3	-0.3	-16	4	100	-5	-2	102	1.2	-2
CCCCNC(=O)C1CC(c2cccc([N+](=O)[O-])c2)=NO1 (configuration not stated)	-4.4	-0.2	-1	-12	118	3	50	140*	3.5*	-45
COc1ccc(NC(=O)Cn2nnc(C(=O)NCc3ccccc3OC)c2N)cc1Cl	1.6	-0.1	3	6	100	-2	3	103	1.1	-4
COCc1cc(C)nc2sc(C(=O)N3CCCC3)c(N)c12	0.5	0.0	2	5	98	1	6	102	1.1	-1
CCCn1c(N)c(C(=O)COC(=O)c2c(C)noc2C)c(=O)n(C)c1=O	1.7	-0.1	-13	10	94	0	-1	101	0.91	-1
Cc1ccc(-c2sc(-c3cccnc3)nc2CC(=O)O)cc1	-0.3	-0.1	-2	12	98	-2	9	102	1.4	-4
Cc1ccc(NC(=O)CC2SC3=NCCN3C2=O)cc1 (configuration not stated)	3.7	-0.3	-7	7	98	-6	-3	98	1.1	2
CCOc1ccc(CSC(=N)N)cc1	0.1	0.0	-2	0	99	3	-29	97	1.1	3
O=C(CC(c1ccccc1)c1ccccc1)Nc1nn[nH]n1	-2.0	0.0	5	5	101	-4	2	95	1.1	4
CC(C)(C)c1ccccc1OCCOCCNCc1ccccc1	-0.7	-0.2	-7	9	94	-1	-2	92	1	8
O=C(NCCCN1CCOCC1)c1cc2c(s1)CCCC2	1.0	0.0	-11	4	100	-2	-2	103	1.2	-3
CCN(CC)C(CNS(=O)(=O)c1ccc(Cl)cc1)c1ccccc1 (configuration not stated)	0.6	-0.1	-5	3	101	-4	8	92	1	5
COc1ccc(N(C)C(=O)CCS(=O)(=O)c2cccc3nonc23)cc1	0.1	-0.5	8	2	98	-7	-8	100	1.1	-5
CCOc1cccc(/C(O)=C2/C(=O)C(=O)N(CCN3CCOCC3)C2c2cccnc2)c1 (configuration not stated)	0.9	-0.1	19	-4	106	-5	12	100	1.1	-4
COC(=O)c1scc(C)c1N/N=C(\C)c1ccc(F)cc1	0.3	-0.2	-1	2	103	3	-7	98	1.1	2
CCCCNC(=O)N(O)C1N(CCCC)C(=O)N(CC(=O)OC)C1(C)C (configuration not stated)	2.1	-0.2	9	-1	101	-2	10	95	1.2	6
COc1ccc(/C=N/NS(=O)(=O)c2ccccc2)cc1OS(=O)(=O)c1ccc(C)cc1	-1.6	0.0	0	7	99	0	8	94	1.1	7
COc1ccc(CCCc2nnc(SCC(=O)Nc3cc(C)c(C)cc3Br)o2)cc1	1.2	-0.1	-8	-5	107	-4	17	100	0.96	0
SMILES	Redox H2O2 prof	Hsp70 activator	TLR4-MyD88 BLA	STAT3 blocker	STAT3 activator	Efa HMGR inh	APP 5'UTR act	STAT1 act	NF-kB expr up	STAT1 blocker
CCOC(=O)N/N=C\c1ccc(-c2cccc(C(F)(F)F)c2)o1	0.5	0.6	-12	25	82	1	15	116	0.94	-20
CCCn1c(N)c(Sc2ccccc2)c(=O)n(CCC)c1=O	2.1	0.4	1	1	102	-2	3	98	0.79	2
CCN(CC)S(=O)(=O)c1ccc(C)c(NC(=O)CSc2nc3ccccc3[nH]2)c1	-0.3	-0.2	4	10	94	-1	0	99	1	1
CC(=O)NC1(C(F)(F)F)C(=O)Nc2c1c(=O)n(C)c(=O)n2C (configuration not stated)	0.0	-0.4	-2	4	99	-2	4	104	1.1	-5
Cc1ccc(NC(=S)N(CCCN(C)C)Cc2cc3cc4c(cc3[nH]c2=O)OCO4)c(C)c1	-0.4	-0.1	-8	14	90	-2	6	95	1.3	3
COc1ccc(/C=N/N=C2\CC3CCC2(C)C3(C)C)cc1O (configuration not stated)	0.5	-0.3	-9	-4	102	-1	-33	105	1.1	-6
O=C(NNC(=O)c1sccc1-n1cccc1)c1cccc(Cl)c1	-2.9	-0.4	11	17	90	0	-6	99	1.1	1
COC(=O)C1=C(C)NC(=O)C1(NC(=O)c1ccncc1)C(F)(F)F (configuration not stated)	0.2	-0.2	10	0	104	0	7	97	1.2	1
O=C(NC(=S)Nc1ccccn1)c1ccc([N+](=O)[O-])cc1	-0.1	0.0	-18	-5	102	-3	127	182*	2.1	-92
COc1ccc(NS(=O)(=O)c2ccc(NS(=O)(=O)c3ccc(C)cc3)cc2)nn1	-0.5	-0.3	6	4	100	-1	11	99	1.1	0
CC(=O)Nc1cccc(NC=C(C#N)C#N)c1	-0.5	-0.3	-4	4	100	-2	2	105	1.1	-7
COc1ccc(N2CCN(Cc3cc(=O)oc4cc(-c5ccccc5)c(O)cc34)CC2)cc1	-0.1	-0.3	-6	0	103	-4	-31	100	1.1	0
CCc1c(C)sc(NC(=O)C2CC2c2ccccc2)c1C(N)=O (configuration not stated)	2.7	-0.7	-1	-33	134*	-18	4	107	1.5	-8
COC(=O)C1SCC2C(=O)N(Cc3ccccc3)CC(=O)N21 (configuration not stated)	-0.7	-0.1	-3	15	91	-6	17	92	0.98	8
N=C1C(c2ccccc2)=C(O)CN1NC(=O)c1ccc(Cl)cc1	0.2	0.0	7	3	102	3	1	102	1.2	-5
CCOc1ccc2nc(SCC(=O)c3ccc(Cl)s3)sc2c1	0.2	-0.4	1	13	95	-1	10	93	1.7	7
Oc1cc2c(cc1C(c1ccc(Cl)c(Cl)c1)N1CCCC1)OCO2 (configuration not stated)	-0.4	0.0	3	4	103	-7	0	90	1.1	10
COc1ccc(OC)c(S(=O)(=O)Nc2ccccc2SC)c1	0.1	-0.2	-4	4	100	-1	7	97	1	3
Cc1ccc(Nc2nc(N)nc(CSC(=S)N3CCOCC3)n2)c(C)c1	-0.1	-0.3	-2	-10	112	-1	35	123	1.4	-26
C=CCN1C(=O)/C(=C\c2cccs2)C(C(=O)OC)=C1C	0.4	0.0	5	14	88	-2	.	100	1.3	-2
CCn1c2ccccc2c2nnc(SCC(=O)NCc3cccs3)nc21	-1.4	-0.3	4	21	87	-1	2	85	1.2	17
CC1Cc2nc(SCC(=O)NCc3ccco3)n(Cc3ccccc3)c(=O)c2S1 (configuration not stated)	0.3	-0.1	-7	-8	106	-7	-4	103	1.2	-6
O=S(=O)(Cc1ccccc1)c1nc2ccccc2n1Cc1ccccn1	1.4	-0.1	-1	31	81	-2	0	94	1.3	6
CCC1Sc2ccccc2N(CC(=O)NC2CCCC2)C1=O (configuration not stated)	-0.2	-0.3	7	-1	104	4	-2	102	1.3	-2
CCCn1nnnc1SCC(=O)N1CCN(C(=O)c2ccco2)CC1	0.3	-0.3	17	12	93	-6	1	88	1	13
Cc1cc(=O)oc(C)c1C(=O)NCc1c(F)cc(F)cc1F	-0.8	-0.5	-8	-1	104	-1	-2	95	1	5
Cc1cc2oc(=O)cc(CN3CCCCC3C)c2c(C)c1Cl (configuration not stated)	-2.7	0.5	-5	-4	109	-3	-19	101	1.2	-1
O=C(CCCSc1nc2ccccc2s1)NCc1ccco1	-3.1	-0.2	-3	-56	150*	-11	-3	101	0.84	-1

Structural class: the compounds so far with an aryl methoxy group.
SMILES	Redox H2O2 prof	Hsp70 activator	TLR4-MyD88 BLA	STAT3 blocker	STAT3 activator	Efa HMGR inh	APP 5'UTR act	STAT1 act	NF-kB expr up	STAT1 blocker
CCCOc1ccc(C2=NNC(c3cccs3)=Nc3ccc(OC)cc32)cc1	0.6	-0.2	12	4	99	-3	30	103	2.1	0
COc1ccc(C(=O)C2CCCN(Cc3sc(N4CCCC4)nc3Cl)C2)c(OC)c1 (configuration not stated)	-0.2	-0.3	-14	21	87	-10	10	81	0.71	20
COc1ccc2c(c1)C1=NN(/C(C)=C\C(C)=O)C(c3ccccc3)C1CC2 (configuration not stated)	-0.5	0.0	-10	-39	134*	3	33	102	1.8	-2
COc1ccc(NC(=O)Cn2nnc(C(=O)NCc3ccccc3OC)c2N)cc1Cl	1.6	-0.1	3	6	100	-2	3	103	1.1	-4
COc1ccc(N(C)C(=O)CCS(=O)(=O)c2cccc3nonc23)cc1	0.1	-0.5	8	2	98	-7	-8	100	1.1	-5
COc1ccc(/C=N/NS(=O)(=O)c2ccccc2)cc1OS(=O)(=O)c1ccc(C)cc1	-1.6	0.0	0	7	99	0	8	94	1.1	7
COc1ccc(CCCc2nnc(SCC(=O)Nc3cc(C)c(C)cc3Br)o2)cc1	1.2	-0.1	-8	-5	107	-4	17	100	0.96	0
COc1ccc(/C=N/N=C2\CC3CCC2(C)C3(C)C)cc1O (configuration not stated)	0.5	-0.3	-9	-4	102	-1	-33	105	1.1	-6
COc1ccc(NS(=O)(=O)c2ccc(NS(=O)(=O)c3ccc(C)cc3)cc2)nn1	-0.5	-0.3	6	4	100	-1	11	99	1.1	0
COc1ccc(N2CCN(Cc3cc(=O)oc4cc(-c5ccccc5)c(O)cc34)CC2)cc1	-0.1	-0.3	-6	0	103	-4	-31	100	1.1	0
COc1ccc(OC)c(S(=O)(=O)Nc2ccccc2SC)c1	0.1	-0.2	-4	4	100	-1	7	97	1	3
